Screening data: PubChem BioAssay, several laboratories
NALP1 yeast inh: NALP1 inflammasome inhibitors in reconstituted yeast, colorimetric, S. cerevisiae, triplicate retest | S. cerevisiae NALP1/ASC/caspase-1 growth, X-gal OD620, 72 h | inhibition, % at 10 µM | hit rate 0.61% among 280,000 | AID 2071, 2009; in the data active = inhibition mostly above about 24%, no sharp cut-off; inactive = mostly below about 32%; note: some compounds called inactive have numbers as strong as hits
NS3 helicase inh: inhibitors of HCV NS3 helicase, primary screen, biochemical, Cy5 molecular beacon fluorescence; NS3 helicase DNA unwinding; hit rate 0.56% among 290,000; Hepatitis C virus NS3 helicase; inhibition, % at 10.9 µM; AID 1800, 2009;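 active = inhibition above the mean of all tested compounds plus 3 SD, set per campaign, cut at about 35% in these data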;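 note: 0% = DMSO wells and 100% = thioflavine S control wells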
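Assay system – hepatitis C virus NS3 helicase domain fragment enzyme · Buffer or medium – MOPS pH 6.5, MgCl2, DTT, Tween20, BSA · Reagent – Cy5/quencher beacon DNA duplex and ATP to start · Compound – single 10.9 µM dose · Timing – 1 h at 25 °C · Technique – Cy5 beacon fluorescence read at start and 1 h · Measure – % inhibition of unwinding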
IMP-1 inh: IMP-1 metallo-beta-lactamase inhibitors, primary screen, biochemical, epi-absorbance readout, Pseudomonas aeruginosa enzyme; hit rate 0.45% among 290,000; purified IMP-1, nitrocefin hydrolysis, epi-absorbance fluorescence; inhibition, % at 5.6 µM; metallo-beta-lactamase IMP-1 (Pseudomonas aeruginosa);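 active = inhibition above the mean plus 3 SD of all compounds in the same screening run, cut at about 4.5% in these data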;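 note: 0% = IMP-1 with DMSO and 100% = DMSO wells lacking enzyme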
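system = purified recombinant IMP-1 beta-lactamase | amount = 0.2 nM IMP-1, as dispensed | medium = HEPES buffer pH 7.1 with ZnSO4 and Brij 35 | times = 25 °C, 15 min preincubation, 25 min reaction | detection = plate fluorescence quenching by hydrolysis product, ex 480/em 530 nm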
VIM-2 inh: VIM-2 metallo-beta-lactamase inhibitors, primary screen, biochemical, epi-absorbance readout, Pseudomonas aeruginosa enzyme | purified VIM-2, nitrocefin hydrolysis, epi-absorbance fluorescence | inhibition, % at 5.6 µM | hit rate 0.89% among 290,000;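 active = inhibition above the mean of all tested compounds plus 3 SD, cutoff set per screening run, cut at about 7.5% in these data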;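 note: red hydrolysis product quenches plate fluorescence so inhibitors raise well fluorescence; 0% = enzyme with DMSO and 100% = DMSO without enzyme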
MEKK2wt PB1 HTS: modulators of MEK5 binding to wildtype MEKK2, primary screen, biochemical, multiplex bead flow cytometry, Alexa488-MEK5; Alexa488-MEK5 binding to MEKK2 WT; actives lie on both sides; binding response (% of control), % at 10 µM; hit rate 1.1% among 290,000; in the data active = binding response below about 67% or above about 130%
PfM18AAP inh: PfM18AAP inhibitors, malaria aminopeptidase, primary screen, biochemical, QFRET, recombinant enzyme; H-Glu-NHMec fluorogenic cleavage; inhibition, % at 7.35 µM; hit rate 1.2% among 290,000; AID 1822, 2009;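 active = inhibition above the campaign mean inhibition over all tested compounds plus 3 SD, cut at about 28% in these data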;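 note: 0% = plate median of test compound wells and 100% = 2 mM ZnCl2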
UBC9 SUMO inh: inhibitors of in vitro SUMOylation cascade, primary screen, biochemical, HTRF, uHTS | hit rate 0.36% among 290,000 | AID 2006, 2009 | HTRF SUMOylation assay, SAE1/SAE2 + UBC9 | inhibition, % at 35 µM; in the data active = inhibition above about 50%, passing the limit was not always enough; note: strong numbers were not always called active
Target sequence (P63279 whole entry, looked up): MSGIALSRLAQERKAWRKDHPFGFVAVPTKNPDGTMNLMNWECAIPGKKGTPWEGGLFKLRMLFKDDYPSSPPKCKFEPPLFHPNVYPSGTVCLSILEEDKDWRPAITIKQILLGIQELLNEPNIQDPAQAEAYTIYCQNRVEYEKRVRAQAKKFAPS
DNA FID counter: compounds displacing fluorescent DNA intercalator, primary screen, artefact control for HCV NS3 helicase inhibitor project, biochemical, FID fluorescence | DNA fluorescent intercalator displacement | inhibition, % at 7.9 µM | hit rate 0.17% among 290,000; in the data active = inhibition above about 37%;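 note: 0% = vehicle and 100% = reference compound; higher means more ethidium bromide displaced from hairpin DNA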
MEKK2mut PB1 HTS: MEK5 binding signal on mutant MEKK2 PB1, primary screen, biochemical, multiplex bead flow cytometry, Alexa488-MEK5; Alexa488-MEK5 binding to MEKK2 mutant; percent response, % at 10 µM; hit rate 0.35% among 290,000; AID 1530, 2009; in the data active = percent response above about 24%, passing the limit was not always enough; note: inactives centre near 1; some results filed as inactive read as strong as hits; reference of the scale not given here
Starred values were filed as active, the others as inactive; . = not tested or not shown.

SMILES	NALP1 yeast inh	NS3 helicase inh	IMP-1 inh	VIM-2 inh	MEKK2wt PB1 HTS	PfM18AAP inh	UBC9 SUMO inh	DNA FID counter	MEKK2mut PB1 HTS
Cc1cccc(-n2c(=O)c3ccccc3n3c(=S)[nH]nc23)c1C	-8	6	-3.2	-0.3	102	40*	-4	-15	-1
O=C(NCC1CCCO1)c1cccc(NC(=O)c2ccc(Br)cc2)c1 (stereo not drawn)	2	11	-2.5	-1.5	100	1	3	-16	6
COC(=O)CCC(=O)Nc1cccc(C(=O)Nc2cccc(Cl)c2)c1	7	6	-1.3	-1.8	103	-2	28	-1	0
Cc1c(N)c(C(C)(C)C)cc(C(C)(C)C)c1[N+](=O)[O-]	50	-5	-5.1	-1.8	106	-1	-29	-1	-1
O=C(c1ccc2c(c1)OCO2)N1CCC2(CC1)Oc1ccc(F)cc1C(=O)C21CC(c2cccnc2)=NO1 (stereo not drawn)	4	.	.	.	98	.	5	.	6
COc1ccc(C2(CNC(=O)c3cccs3)CCOCC2)cc1	14	-1	-2.2	-1.7	101	-4	13	-6	-1
C/[N+]([O-])=C/c1c(OCc2ccccc2)ccc2ccccc12	-10	8	-1.6	-4.4	103	4	7	-15	12
O=C(CN1CCN(c2ccccn2)CC1)NCc1cccs1	6	1	-3.9	-2.6	104	-4	15	-5	4
NC(=O)C1(NC(=O)[C@@H]2CC3(CC(c4cccc(NC(=O)[C@@H]5CCC(=O)N5)c4)=NO3)CN2C(=O)Cc2ccc(Cl)cc2)CC1 (stereo partly drawn)	13	3	-1.8	-2.5	108	-6	27	-29	2
Cc1nn(C)c(Cl)c1NC(=O)OCc1ccc(F)cc1	-3	0	-2.3	-1.1	105	1	-13	1	6
C/C(CC(=O)Nc1ccccc1F)=N\NC(=O)Cc1ccc(Cl)cc1	20	-17	-1.0	-2.3	93	10	0	-12	-8
COc1ccc2[nH]c(C(=O)N3CCCN(Cc4ccc(F)cc4)CC3)cc2c1	-7	-9	-1.3	1.0	99	-4	22	-2	-6
CCn1c2ccccc2c2cc(NC(=O)c3ccc(=O)oc3)ccc21	8	-2	-4.1	-1.3	91	4	36	-3	-5
Cc1ccc(CCN2CC(C(=O)NCCCOC(C)C)CC2=O)cc1 (stereo not drawn)	8	9	-5.4	-1.5	105	2	-4	-19	5
C=CCOc1cccc(C(=O)N2CCCC(Nc3ccc4c(c3)OCCO4)C2)c1 (stereo not drawn)	7	9	-2.0	-1.6	107	-3	-1	-26	8
Cc1cc(C(F)F)n2ncc(C(=O)NCc3ccccc3C(F)(F)F)c2n1	-5	-8	-2.8	-2.0	105	-4	15	-11	8
COc1ccc(N(CC(=O)NC2CCCCC2)C(=O)c2snc(C(N)=O)c2N)cc1	7	-3	-1.2	-0.8	100	1	14	-32	-2
COC(=O)C1=CN(c2cccc(Cl)c2)C=C(C(=O)OC)C1c1cccc(OC)c1	8	-16	-0.5	-3.2	94	-1	9	-44	-7
Cc1ccc(NC(C)C(=O)N/N=C/c2c[nH]c3ccccc23)cc1 (stereo not drawn)	32	0	-3.9	-3.1	91	4	-10	1	-2
O=C(NC(=S)Nc1ccc(S(=O)(=O)N2CCCC2)cc1)c1cccs1	15	6	-1.6	-1.2	99	-1	-14	-5	-2
O=C(Oc1ccc(-c2ccccc2)cc1)N1CCOCC1	16	-4	-1.9	0.0	99	-3	7	-12	3
CC(NC(=O)CNC(=S)N(Cc1ccccc1)Cc1cccnc1)c1ccccc1 (stereo not drawn)	-4	-8	-2.3	1.7	96	1	-5	-14	-2
CN(C1CC(C)(C)NC(C)(C)C1)S(=O)(=O)CC12CCC(CC1=O)C2(C)C (stereo not drawn)	.	25	-1.2	-2.0	107	-3	15	4	12
Cc1cccc(C2=NC(C(F)(F)F)(C(F)(F)F)c3c(n(-c4ccc(F)cc4)c(=O)[nH]c3=O)N2)c1	8	4	-3.6	-0.4	97	-9	29	-10	-2
CCC(NC(=O)C1C2C=CC(C2)C1C(=O)O)c1ccc(C)cc1 (stereo not drawn)	18	14	2.1	1.1	104	-12	2	-2	2
CCCOP(=O)(c1ccc(N(C)C)cc1)C(O)c1ccc(Br)cc1 (stereo not drawn)	-3	0	-3.2	-2.2	106	0	24	-43	9
CC1(C)OC(=O)C(=CNC(=O)c2c(F)cccc2F)C(=O)O1	-4	-13	-0.5	-0.3	82	-2	17	-1	-4
O=c1c2ccccc2nnn1Cc1ccc2ccccc2c1	1	0	-3.1	-2.7	97	-6	2	-10	-2
CCOc1ccc(S(=O)(=O)Nc2ccc(C(=O)NCC3CCCO3)cc2)cc1 (stereo not drawn)	13	-9	-1.9	-4.4	99	3	5	-18	3
O=C(c1ccco1)N1CCC(c2nc(-c3ccccc3Cl)no2)CC1	-4	-4	-3.4	-1.9	97	1	-5	-19	2
CCCC(=O)Nc1ccc(N2CCOCC2)cc1	4	-5	-2.8	-0.9	104	6	6	-2	1
CCN(CC)CCCNC(=O)N[C@@H](Cc1ccccc1)C(=O)O	-3	3	-0.4	0.3	99	-2	0	2	3
COC(=O)c1ccc(CN2CCCC(C(=O)Nc3ccc(-c4ccn[nH]4)cc3)C2)cc1 (stereo not drawn)	-1	-16	0.1	3.3	111	-5	9	-4	6
COc1ccc(CCNC(=O)Cn2cnc3sc(C)c(-c4ccc(F)cc4)c3c2=O)cc1OC	6	3	-0.8	-3.3	98	-2	5	-15	-1
CCOC(=O)c1oc2ccccc2c1NC(=O)c1ccc2c(c1)OCO2	-24	2	-2.0	-3.7	101	1	-2	-3	3
CCN(CC)CCNC(=O)c1ccc(NC(=O)c2cn(-c3ccc(F)cc3)nc2-c2cccc(OC)c2)cc1	25	-48	0.9	1.9	222*	3	-24	33	51*
C/C(=N\Nc1nc2c(s1)CCCC2)c1ccc(Cl)cc1	5	-4	-5.0	-4.0	117	23	9	1	5
COc1ccc2nc(C)cc(NCc3cccc(C(F)(F)F)c3)c2c1	22	-42	-1.8	5.0	154*	-7	-8	20	16
COc1nc(Cl)cn(-c2ccc(C)cc2)c1=O	14	6	-3.0	-3.3	100	-9	1	-2	-1
Cc1c(-c2ccc(F)cc2)nc(N)c(C#N)c1-c1cccnc1	3	27	-2.7	1.2	106	1	1	-21	11

A draw from above in order of number of heavy atoms, falling.
SMILES	NALP1 yeast inh	NS3 helicase inh	IMP-1 inh	VIM-2 inh	MEKK2wt PB1 HTS	PfM18AAP inh	UBC9 SUMO inh	DNA FID counter	MEKK2mut PB1 HTS
CCN(CC)CCNC(=O)c1ccc(NC(=O)c2cn(-c3ccc(F)cc3)nc2-c2cccc(OC)c2)cc1	25	-48	0.9	1.9	222*	3	-24	33	51*
COc1ccc(CCNC(=O)Cn2cnc3sc(C)c(-c4ccc(F)cc4)c3c2=O)cc1OC	6	3	-0.8	-3.3	98	-2	5	-15	-1
COC(=O)c1ccc(CN2CCCC(C(=O)Nc3ccc(-c4ccn[nH]4)cc3)C2)cc1 (stereo not drawn)	-1	-16	0.1	3.3	111	-5	9	-4	6
CCOc1ccc(S(=O)(=O)Nc2ccc(C(=O)NCC3CCCO3)cc2)cc1 (stereo not drawn)	13	-9	-1.9	-4.4	99	3	5	-18	3
CCOC(=O)c1oc2ccccc2c1NC(=O)c1ccc2c(c1)OCO2	-24	2	-2.0	-3.7	101	1	-2	-3	3
O=C(c1ccco1)N1CCC(c2nc(-c3ccccc3Cl)no2)CC1	-4	-4	-3.4	-1.9	97	1	-5	-19	2
CCN(CC)CCCNC(=O)N[C@@H](Cc1ccccc1)C(=O)O	-3	3	-0.4	0.3	99	-2	0	2	3
CC1(C)OC(=O)C(=CNC(=O)c2c(F)cccc2F)C(=O)O1	-4	-13	-0.5	-0.3	82	-2	17	-1	-4
C/C(=N\Nc1nc2c(s1)CCCC2)c1ccc(Cl)cc1	5	-4	-5.0	-4.0	117	23	9	1	5
CCCC(=O)Nc1ccc(N2CCOCC2)cc1	4	-5	-2.8	-0.9	104	6	6	-2	1
COc1nc(Cl)cn(-c2ccc(C)cc2)c1=O	14	6	-3.0	-3.3	100	-9	1	-2	-1

(more compounds)
SMILES	NALP1 yeast inh	NS3 helicase inh	IMP-1 inh	VIM-2 inh	MEKK2wt PB1 HTS	PfM18AAP inh	UBC9 SUMO inh	DNA FID counter	MEKK2mut PB1 HTS
CN(C)CCCNc1cc(Cl)c(S(=O)(=O)N2CCCCC2)cc1C(=O)O	20	-1	-2.1	3.0	.	-11	25	0	.
CCC(=O)Nc1ccc(NC(=O)c2ccccn2)cn1	22	3	-2.6	-2.4	108	1	4	-3	5
CCOC(=O)C1=C(N)OC2=C(C(=O)CC(C)(C)C2)C1c1cccs1 (stereo not drawn)	22	8	-3.7	-3.5	102	6	25	-2	2
Cc1ccc(NCCC(=O)c2ccc(Cl)cc2)cc1C	7	-5	-1.4	0.6	106	12	-1	-2	8
COc1cc(-c2noc(CCC(N)=O)n2)cc(OC)c1OC	3	4	-5.4	-0.7	116	-7	5	0	6
Oc1oc(-c2ccccc2)nc1C=Nc1ccccc1	5	-3	-0.7	-1.9	100	2	19	1	1
O=C(Cn1ncnn1)OCc1ccccc1Cl	7	1	-2.6	-1.8	104	-8	1	-1	7
C/C(=N\NC(=O)c1ccc(Br)cc1)C1C(=O)c2ccccc2C1=O	1	8	-2.6	-1.6	105	-3	0	-8	3
CN1CCN(c2ccccc2NC(=O)c2ccc3c(c2)OCCO3)CC1	12	7	-2.8	-1.8	101	-12	12	4	6
N#Cc1nc(Cc2cccc3ccccc23)oc1NCC1CCCO1 (stereo not drawn)	6	-3	-1.0	-3.1	102	-2	-2	-19	2
S=c1[nH]nc(-c2c[nH]c3ccccc23)o1	5	13	-2.7	-3.0	106	-14	14	-12	5
COCCN(CCOC)c1ncnc2c1cnn2-c1ccccc1	9	.	.	.	97	.	11	.	5
Cc1cccc(N(C(=O)Cn2nnc3ccccc32)C(C(=O)NC(C)(C)C)c2ccsc2)c1 (stereo not drawn)	36	4	-2.5	-2.0	100	2	1	-12	-1
Cc1cc(C)cc(-n2c(C)cc(/C=N/NC(=O)CSc3ncccn3)c2C)c1	-10	1	-1.5	-7.1	90	3	7	-10	-6
CSc1ccccc1-c1nnc(NC(=O)Cc2ccccc2)o1	-3	-5	-3.4	-6.5	101	2	.	-14	3
